Source: PubChem BioAssay
Tb PFK block: qHTS Assay to Find Inhibitors of T. brucei phosphofructokinase; ATP-dependent 6-phosphofructokinase (Trypanosoma brucei brucei), O15648; T. brucei PFK, ADP-Glo luminescence; Potency, µM (doses to about 57.5 µM), for the others: at the highest dose activity, negative = inhibition, usual class: inhibitors; 330,000 tested, 0.17% active;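 also: potency is read from the fitted curve at half-maximal effect; 0% = uninhibited 1x PFK enzyme wells and -100% = no-enzyme wells; nearly all actives have a fitted effect of over 60% in size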
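PFK 1.25 nM, F6P 0.5 mM, ATP 0.1 mM, 0.1 M TEA pH 8.0, 5 mM MgCl2, 0.01% Tween20, 0.1% BSA; 45 min RT. ADP-Glo readout. qHTS titration up to 57 uM; curves fitted, compounds curve-classed.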
Mito fusion yeast: qHTS Assay for Small Molecule Inhibitors of Mitochondrial Division or Activators of Mitochondrial Fusion. S. cerevisiae fusion-defective mutant growth rescue, CellTiterGlo 48 h. Potency, µM (top dose mostly 46.1 µM), for inactives: at the highest dose growth rescue (activation), hits mostly activators. 320,000 tested, 0.23% active. AID 485298, 2010;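 also: potency is read from the fitted curve at half-maximal effect; % of control where 0% means no effect; nearly all actives have a fitted effect of over 45% in size; temperature-sensitive fusion mutants such as fzo1-1 at 37 °C on non-fermentable ethanol glycerol medium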
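Growth-rescue viability read-out: after 48 h at the non-permissive 37C in glycerol/ethanol YPEG, yeast mitochondrial fusion mutants are measured by CellTiterGlo luminescence; compounds (23 nl pinned per well) restoring growth score as division inhibitors or fusion activators.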
Chronic BCR inh: qHTS Assay to Find Inhibitors of Chronic Active B-Cell Receptor Signaling | ABC-DLBCL IkBa-CBG/CBR reporter, luminescence ratio, 4 h | Potency, µM (titrated, usually from 46.1 µM), without a hit: at the top dose ratio change, negative = lower green/red ratio, hits mostly inhibitors | 340,000 tested, 0.05% active | AID 493014, 2011; active = well fitted inhibition curve with a large enough effect in the signal ratio, with a control signal flat, not every such curve was filed as active; inconclusive = small, poorly fitted or top-dose-only effect, or effect the other way, or a change in a side signal; the % refers to the signal ratio;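 also: potency is read from the fitted curve at half-maximal effect; plate controls were basal doxycycline-induced cells for no effect and cells given 10 µM MG132 for full effect; MG132 reads +100%, hits lower the ratio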
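Doxycycline induced both beetle luciferases in TMD8 lymphoma cells; IKK-driven degradation limits the IkappaBalpha-fused green signal, while red luminescence normalises for cell number and nonspecific effects. Compounds tested up to 46 uM, 4 hrs.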
Eya2 inh: qHTS Assay for Inhibitors of the Phosphatase Activity of Eya2. Protein phosphatase EYA2 (Homo sapiens), O00167. recombinant Eya2, OMFP fluorescence dephosphorylation (OMFP is methylfluorescein phosphate). Potency, µM (series often up to 76.9 µM), inactives show at the highest dose activity, negative = inhibition, actives largely listed as inhibitors. 330,000 tested, 0.006% active; also: potency is read from the fitted curve at half-maximal effect; % is scaled to controls: 0 for no effect and ±100 for the full control effect
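Eya2 protein (added as 0.2 uM solution) was preincubated with compound for 10 min at ambient temperature in 50 mM HEPES pH 7.5, 50 mM NaCl, 5 uM MgCl2, 0.05% BSA, 1 mM DTT. OMFP (added at 50 uM) then reacted 10 min; fluorescence read at 485/525 nm.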
TSHR antag: Antagonists of the Thyroid Stimulating Hormone Receptor: HTS campaign | 330,000 tested, 0.2% active | Thyrotropin receptor (Homo sapiens), P16473 | AID 504810, 2011 | TSHR-expressing cells, TSH-stimulated cAMP HTRF, 2 h; active compounds read low | activity change, negative = inhibition, % at 11.5 µM;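 active = activity change below a set negative limit, meaning inhibition stronger than a set level, cut at about -70% in these data; inconclusive = activity change between two set negative limits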; also: % is scaled to controls: 0 for no effect and ±100 for the full control effect
Target sequence (P16473 whole entry, looked up): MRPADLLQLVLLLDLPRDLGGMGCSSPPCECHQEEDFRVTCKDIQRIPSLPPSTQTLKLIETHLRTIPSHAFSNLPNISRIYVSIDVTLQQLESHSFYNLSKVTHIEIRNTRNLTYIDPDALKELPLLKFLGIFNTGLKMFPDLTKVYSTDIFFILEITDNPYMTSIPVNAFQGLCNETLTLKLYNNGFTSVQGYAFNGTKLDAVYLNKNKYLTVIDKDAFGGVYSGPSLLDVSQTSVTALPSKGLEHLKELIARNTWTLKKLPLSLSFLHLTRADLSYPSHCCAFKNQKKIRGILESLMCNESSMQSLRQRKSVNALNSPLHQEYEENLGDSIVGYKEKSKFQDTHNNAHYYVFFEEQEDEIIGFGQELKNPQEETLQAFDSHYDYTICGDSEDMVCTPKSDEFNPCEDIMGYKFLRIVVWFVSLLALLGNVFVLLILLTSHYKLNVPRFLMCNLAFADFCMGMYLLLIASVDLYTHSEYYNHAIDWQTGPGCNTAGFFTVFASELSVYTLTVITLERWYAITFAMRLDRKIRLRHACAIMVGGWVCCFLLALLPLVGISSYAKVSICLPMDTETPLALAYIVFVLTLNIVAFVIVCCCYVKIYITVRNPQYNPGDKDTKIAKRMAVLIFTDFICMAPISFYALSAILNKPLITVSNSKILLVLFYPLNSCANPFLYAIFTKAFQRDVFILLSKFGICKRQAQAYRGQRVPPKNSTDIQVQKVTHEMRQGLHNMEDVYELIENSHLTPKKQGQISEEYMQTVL
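Read-out is FRET at 665 nm (cryptate excitation 337 nm) from a cryptate-tagged anti-cAMP antibody, competed by cell cAMP against cAMP-d2. Compounds are tested on freshly harvested TSHR cells challenged with 4nM TSH (EC80) for 2 hours at 37 deg C.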
a7 integrin act: qHTS for Activators of Integrin-Mediated Alleviation for Muscular Dystrophy; Potency, µM (titrated, usually from 38.3 µM), for the others: top-dose activation, actives largely listed as activators; alpha7betagal myoblasts, beta-gal FDG fluorescence, 48 h; AID 624291, 2012; 350,000 tested, 0.064% active;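 also: potency is read from the fitted curve at half-maximal effect; 100% = response of the positive control SU9516; nearly all actives have a fitted effect of over 60% in size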
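Alpha7betagal+/- myoblasts (passage 13) were plated 16-24 hr, then exposed to compounds (1:260 dilution of DMSO stock) for 48 hours at 37C. After MPER lysis, β-galactosidase reporter activity was read as FDG fluorescence (ex 480/em 540) after 30 minutes.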
PTAP TSG101 blk: qHTS Assay for Iinhibitors of HIV-1 Budding by Blocking the Interaction of PTAP/TSG101; Tumor susceptibility gene 101 protein (Homo sapiens), Q99816; Fluorescence polarization, FITC-PTAP peptide / Tsg101 binding; Potency, µM (doses to about 115 µM), without a hit: top-dose activity change, negative = inhibition, usual class: inhibitors; 340,000 tested, under 10 active; active = well fitted inhibition curve with a large enough effect in the main read-out, with a control signal flat, not every such curve was filed as active; inconclusive = small, poorly fitted or top-dose-only effect, or effect the other way, or a change in a side signal; inactive = no such curve, though single readings can be large or run the other way; also: potency is read from the fitted curve at half-maximal effect; % of control where 0% means no effect
Target sequence (Q99816 whole entry, looked up): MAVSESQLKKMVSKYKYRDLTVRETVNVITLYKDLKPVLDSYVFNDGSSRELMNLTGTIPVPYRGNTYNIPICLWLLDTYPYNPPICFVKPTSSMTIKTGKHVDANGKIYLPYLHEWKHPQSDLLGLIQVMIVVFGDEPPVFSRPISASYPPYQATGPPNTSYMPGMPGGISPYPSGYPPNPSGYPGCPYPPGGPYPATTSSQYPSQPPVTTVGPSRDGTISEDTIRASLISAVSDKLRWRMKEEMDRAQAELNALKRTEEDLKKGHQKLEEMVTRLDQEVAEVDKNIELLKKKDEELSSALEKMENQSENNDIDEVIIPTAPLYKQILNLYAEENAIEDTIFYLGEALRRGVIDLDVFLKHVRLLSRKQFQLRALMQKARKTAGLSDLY
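Steps: Tsg101 binding domain dispensed (10 uM final), compounds pinned in DMSO, FITC-labeled PTAP-motif peptide added (50 nM final); after 20 min binding at room temperature, polarization measured.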
AT treatment: qHTS Assay for Identifying a Potential Treatment of Ataxia-Telangiectasia; […] A-T fibroblasts, KAP-1 phosphorylation AlphaLISA; neocarzinostatin DNA damage 30 min before lysis; Potency, µM (top dose mostly 57.5 µM), for the others: top-dose activation, usual class: activators; 320,000 tested, 0.19% active; AID 485349, 2010; also: potency is read from the fitted curve at half-maximal effect; % of control where 0% means no effect; nearly all actives have a fitted effect of over 45% in size
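hTERT-immortalized A-T patient fibroblasts ([…]), 500 cells/well in OPTI-MEM, 1% FBS, got compounds for 60 min, then NCS for 30 min at 37C. Lysates were then assayed for phospho-KAP-1 by AlphaLISA (anti-pKAP1 donor, anti-KAP1 acceptor beads), 6 hr at 25C.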
ELG1 DNA repair: qHTS screen for small molecules that inhibit ELG1-dependent DNA repair in human embryonic kidney (HEK293T) cells expressing luciferase-tagged ELG1; HEK293T ELG1-luciferase reporter, luminescence, 16 h; DNA damage induced by 5-fluorouridine; Potency, µM (doses to about 46.1 µM), for inactives: top-dose activity change, negative = inhibition, most hits filed as inhibitors; 330,000 tested, 2.3% active; also: potency is read from the fitted curve at half-maximal effect; % is scaled to controls: 0 for no effect and ±100 for the full control effect; nearly all actives have a fitted effect of over 55% in size
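Overnight (16 hr) co-exposure of 2,000 cells/well to 5-fluorouridine and compound at 37 °C preceded detection. Luciferase was quantified via ONE-Glo luminescence; loss of signal denotes inhibition.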
TCR act: Activators of T cell receptors: qHTS campaign; primary human leukocytes, anti-CD3, IL-2 HTRF, 48 h; AID 504894, 2011; Potency, µM (titrated, usually from 9.22 µM), for inactives: at the highest dose activation of IL-2 secretion, usual class: activators; 330,000 tested, under 10 active; also: % of control where 0% means no effect
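Primary human leukocytes were stimulated with a-CD3 beads plus compounds for 48 hr without co-stimulation; secreted IL-2 was quantified by HTRF using a-IL-2-K (europium cryptate) and a-IL-2-d2, excited at 320nm with acceptor emission read at 665nm.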
S-ASM inh: Inhibitors of Secretory Acid Sphingomyelinase (S-ASM): qHTS; Sphingomyelin phosphodiesterase (Homo sapiens), P17405; placental ASM, HMU-PC fluorogenic substrate, 60 min; Potency, µM (doses to about 57.5 µM), without a hit: at the highest dose activity change, negative = inhibition, hits mostly inhibitors; 340,000 tested, 0.006% active; AID 504937, 2011; also: potency is read from the fitted curve at half-maximal effect
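Steps: dispense placental human ASM, pin compound, wait 10 min at room temperature, add HMU-PC0 substrate at 9 uM final, incubate 60 min at 37 °C, add stop solution raising pH to 10, read fluorescence.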
* marks the source's active call; other numbers are inactive results; ? = inconclusive; nt = not tested or not shown; [ ] = remark or other dose. Unless noted, calls follow the shape of the dose curve; as a rule, active = well fitted curve in the direction sought with a large enough effect; inconclusive = small, poorly fitted or top-dose-only effect, or another doubt; inactive = no such curve, though single readings can be large; an effect the other way counts as inactive or inconclusive.

SMILES | Tb PFK block | Mito fusion yeast | Chronic BCR inh | Eya2 inh | TSHR antag | a7 integrin act | PTAP TSG101 blk | AT treatment | ELG1 DNA repair | TCR act | S-ASM inh
C=CCOC(=O)C1=C(C)NC(SCC)=C(C#N)C1c1ccc(Cl)cc1 (configuration not stated) | -7.6% | -8.2% | ? | -18.1% | 44.6 | -27.0% | -6.1% | -1.0% | ? | 4.9% | 21.5%
Cc1cnn2c(C3CC3)ccnc12 | 0.4% | 20.7% | 13.3% | -1.9% | 9.7 | 9.2% | -1.8% | 2.0% | -16.8% | 3.3% | 2.7%
Cc1cc(C)nc(NC(=O)CCC2CCCC2)c1 | -3.0% | -1.6% | ? | -2.3% | -9.9 | 12.9% | -4.3% | 4.3% | 22.7% | 0.6%[46.1 µM] | 1.5%
O=C(CCC(=O)N1CCOc2ccccc21)Nc1ccc(F)cc1F | 0.2% | -0.6% | ? | 1.0% | 18.4 | 26.4% | 0.2% | 3.9% | 5.4% | 2.9% | 4.1%
Cc1ccc(S(=O)(=O)N=Nc2c(O)[nH]c3ccccc23)cc1C | -3.3% | 1.8% | 5.9% | 3.1% | -4.8 | -32.6% | -2.6% | 1.6% | -2.8% | 0.7% | -3.0%
COc1ccc(F)cc1S(=O)(=O)Nc1ccc2c(c1)OCCO2 | 9.8% | -0.9% | -1.8% | -2.7% | -4.1 | -4.6% | -2.4% | 5.6% | 11.8% | 0.6%[46.1 µM] | -0.4%
CCCCN(CCCC)S(=O)(=O)c1ccc(NC(=O)c2ccc([N+](=O)[O-])cc2Cl)cc1 | -0.1% | 14.5% | 15.5% | -0.8% | -12.2 | ? | -1.7% | -9.3% | ? | -3.2%[46.1 µM] | -7.1%
C=CCn1c(SCC(=O)N(C)C2CCS(=O)(=O)C2)nnc1-c1ccccc1 (configuration not stated) | -0.7% | -9.0% | -4.2% | 2.8% | 9.8 | -11.4% | -8.3% | 7.6% | 7.8% | 2.2% | 6.2%
CCOc1ccccc1C(=O)Nc1ccc2nc3n(c(=O)c2c1)CCCCC3 | 3.2% | 2.0% | ? | -8.9% | 5.2 | 23.6% | -5.5% | 4.1% | -26.0% | 7.9% | 0.8%
Cc1ccc(NS(=O)(=O)c2ccc3c(c2)NC(=O)CC(=O)N3)cc1C | -1.1% | 8.4% | 1.2% | -1.2% | 7.7 | -10.1% | -7.1% | 2.6% | -5.2% | -3.4% | 0.5%
O=S(=O)(Cc1ccccc1)Nc1ccc(S(=O)(=O)NCC2CCCO2)cc1 (configuration not stated) | -5.6% | -0.3% | 4.3% | 14.7% | 12.0 | 18.9% | -8.8% | -3.2% | ? | 1.1% | 3.7%
CN1CC(=O)N(CC(=O)Nc2cc(Cl)cc(Cl)c2)C1=O | -2.5% | -7.7% | 4.8% | 1.6% | 5.1 | -13.0% | -4.8% | 1.5% | 0.9% | -1.3% | 4.8%
O=C(Cn1nnc2ccccc21)NNC(=S)NC1CCCCC1 | -6.5% | -3.3% | 7.9% | 2.9% | -0.3 | 30.0% | 0.0% | 7.2% | 11.2% | 4.7% | 2.4%
COCCNC(=O)c1c[nH]c2ccc(S(=O)(=O)N3CCc4ccccc43)cc2c1=O | -0.6% | -13.3% | ? | -6.0% | -11.2 | -1.8% | -2.5% | 4.6% | 10.3µM* | 3.6% | -8.9%
COc1ccc2cc(C(N)=O)c(=Nc3ccccc3)oc2c1 | 0.3% | 1.2% | 15.2% | 2.5% | -23.3 | 11.5% | -0.4% | -5.2% | ? | -3.1% | -5.2%
CC1=C(C(=O)NCc2ccccc2)C(c2cccs2)n2ncnc2N1 (configuration not stated) | 0.0% | 1.6% | -3.0% | -0.8% | 0.7 | -12.3% | -3.0% | -2.5% | -12.9% | -3.2% | 8.7%
Cc1ccc(F)cc1NC(=O)CSCc1c(C)noc1C | -3.3% | 0.0% | -1.4% | ? | -26.9 | -12.7% | -2.9% | -5.3% | 23.3% | 0.0% | 3.3%
CN(CCOc1ccccc1)CC(=O)Nc1ccc(Br)cc1F | -12.2% | 2.5% | -6.9% | 9.2% | 2.6 | -8.8% | 0.3% | 10.0% | 14.0% | -3.8% | -0.3%
O=C(Nc1ccc(N2CCOCC2)cc1)c1ccc(Br)o1 | -5.1% | -2.6% | -7.9% | 2.2% | -3.9 | 41.4% | -4.5% | -1.6% | ? | -3.4% | -3.2%
Cc1cc(C)c(NC(=O)CS(=O)CC(=O)Nc2ccc(-n3cnnn3)c(C)c2)c(C)c1 (configuration not stated) | 0.8% | -11.1% | 5.7% | -13.3% | 7.8 | -7.1% | -6.5% | -8.7% | -0.7% | 0.4% | -18.7%
COc1ccc(OCC(=O)Nc2ccc3c(c2)nc(CCN2CCC(C)CC2)n3C)cc1 | -2.8% | 1.7% | -14.7% | -0.7% | -4.4 | -45.1%[inhibitor] | -3.2% | -3.6% | -1.5% | -2.4% | 2.0%
N/C(Cc1cccs1)=N\OC(=O)COc1ccc(Br)cc1Cl | -2.8% | 4.5% | 13.8% | ? | 16.4 | 19.9% | -3.1% | 14.2% | ? | 5.2% | -5.1%
CC(=O)NCCC(=O)Nc1cccc(S(=O)(=O)N(C)c2ccccc2)c1 | -0.8% | -5.4% | -2.0% | 3.6% | 14.3 | 0.5% | -1.3% | 5.0% | 4.5% | -1.8%[46.1 µM] | 2.7%
CC1=C(C(=O)Nc2ccccc2)C(c2ccc(C)o2)n2c(s/c(=C\c3ccco3)c2=O)=N1 (configuration not stated) | -1.7% | 15.1% | 0.3% | -16.9% | -10.2 | -24.1% | 1.2% | -6.8% | ? | 2.0% | ?
COc1cc(OC)cc(C(=O)NCC2CCCO2)c1 (configuration not stated) | -1.2% | -4.3% | 3.4% | -18.3% | -2.4 | 4.0% | -7.1% | -0.4% | 12.5% | -1.1% | 1.6%
COc1ccc(OC2CCN(S(=O)(=O)c3ccc(F)cc3)CC2)cc1 | 6.0% | ? | 0.0% | -3.2% | 0.8 | 12.8% | -3.7% | 17.1% | -28.2% | 3.1% | -3.1%
S=c1[nH]nc(-c2ccncc2)n1Cc1ccccc1 | -3.7% | 3.3% | 3.9% | 8.6% | 0.7 | 10.6% | -2.5% | -16.2% | 0.0% | 0.7% | 3.3%
Cn1cc(Cl)c(C(=O)OCC(=O)Nc2cccc(Cl)c2)n1 | -2.3% | 5.5% | 1.1% | 5.4% | 1.5 | 2.6% | -3.7% | -3.1% | 11.3% | -4.7% | -1.9%
CCOCCCNC(=O)c1cccc(NC(=O)C2=C(C)OCCS2)c1 | 4.0% | -11.6% | -3.5% | -4.2% | -0.1 | ? | -0.2% | 5.7% | -1.8% | 0.9% | 5.7%
COc1cc2c(cc1OC)CN(C(C)C(=O)Nc1cccc(S(=O)(=O)N3CCOCC3)c1)CC2 (configuration not stated) | 3.0% | -0.3% | -9.8% | -31.7% | -3.5 | -19.0% | -2.4% | -6.0% | ? | 5.4% | 7.4%
CN(C)N1C(=O)CC(N2CCCCC2)C1=O (configuration not stated) | -7.0% | -1.5% | -2.0% | -4.5% | -0.1 | -22.3% | 0.5% | -2.5% | 2.7% | 11.4% | -1.8%
CCOc1ccccc1CNC(=O)c1ccc2c(c1)N(CC)CCS2 | -1.8% | -2.4% | 3.1% | -9.8% | -7.1 | 11.3% | 1.1% | -1.0% | -12.1% | -1.9% | nt

This is a random part of the collection. About 3.2% of those tested had a hit in this group.
